PI4K2A inh = blocks human PI4K2A kinase activity; purified PI4K2A, ADP-Glo luminescence, 1 h; hits give low values; Q9BTU6; 420,000 compounds, 0.13% hits; activity change, negative = inhibition, % at 76.9 µM; in the data active = activity change below about -50%; inconclusive = mostly about -30% to -49%;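 also: -100% = wells without enzyme as full effect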
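Compounds are screened against recombinant PI4K2A using PI as substrate and ATP, the latter dispensed at 300 microM. Reactions run one hour at ambient temperature before ADP-Glo detection; full inhibition defined by wells lacking enzyme.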
GLS inh = inhibitors of human glutaminase (GLS); O94925; GLS enzymatic activity, qHTS titration; Potency, µM (series often up to 45.5 µM), for the others: top-dose activity change, negative = inhibition, usual class: inhibitors; 410,000 compounds, 0.21% hits; AID 624170; also: potency is read from the fitted curve at half-maximal effect; % is scaled to controls: 0 for no effect and ±100 for the full control effect
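Assay buffer: 45 mM KH2PO4 pH 8.2, 0.02% Tween-20. hKGA acts on L-glutamine (1 mM solution added); product glutamate is reported by an oxidase/peroxidase Amplex Red coupling, with fluorescence taken at baseline and 30 min.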
ERG-DNA inh = inhibitors of human ERG Ets domain-DNA interaction. Potency, µM (titrated, usually from 76.9 µM), without a hit: at the top dose FP activity, negative = inhibition, usual class: inhibitors. fluorescence polarization, His-ERG Ets domain / labelled DNA. 370,000 compounds, 0.028% hits. P11308. AID 624246; active = well fitted inhibition curve with a large enough effect in the polarisation, with a control signal flat; inconclusive = small, poorly fitted or top-dose-only effect, or effect the other way, or a change in a side signal; inactive = no such curve, though single readings can be large or run the other way; the % refers to the polarisation;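 also: polarization taken with two DNA probes labelled with fluorescein and Texas red; potency is read from the fitted curve at half-maximal effect; % of control where 0% means no effect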
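His-tagged ERG Ets domain (1 uM in the protein solution; 300mM KCl, 50mM Tris-HCl, 1mM EDTA, 1mM DTT, pH 7.5) received compound, then a probe mix of 5 nM fluorescein-DNA and 100nM Texas-615-DNA. Fluorescence polarization was read for both dyes.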
JMJD2A Tudor = JMJD2A Tudor domain (human) inhibition. AID 504339. O75164. 390,000 compounds, 4.4% hits. AlphaScreen JMJD2A-Tudor / H3K4me3 peptide binding. Potency, µM (doses to about 114 µM), without a hit: top-dose activity change, negative = inhibition, hits mostly inhibitors; also: potency is read from the fitted curve at half-maximal effect; % is scaled to controls: 0 for no effect and ±100 for the full control effect; nearly all actives have a fitted effect of over 50% in size
Pin1 inhibitor = human Pin1 inhibition; AID 504891; Potency, µM (top dose mostly 115 µM), for inactives: at the top dose activity, negative = inhibition, actives largely listed as inhibitors; 390,000 compounds, 0.009% hits; Pin1 FP peptide displacement, HiFluor488, 10 min; Q13526; active = well fitted inhibition curve with a large enough effect in the polarisation, with a control signal flat, not every such curve was filed as active; inconclusive = small, poorly fitted or top-dose-only effect, or effect the other way, or a change in a side signal; inactive = no such curve, though single readings can be large or run the other way; the % refers to the polarisation; also: potency is read from the fitted curve at half-maximal effect; % is scaled to controls: 0 for no effect and ±100 for the full control effect
BAZ2B inh = inhibitors of human BAZ2B bromodomain; Q9UIF8; AlphaScreen BAZ2B-H3K14Ac peptide displacement; Potency, µM (doses to about 114 µM), without a hit: at the highest dose activity change, negative = inhibition, actives largely listed as inhibitors; 360,000 compounds, 4.4% hits; also: potency is read from the fitted curve at half-maximal effect; % is scaled to controls: 0 for no effect and ±100 for the full control effect; nearly all actives have a fitted effect of over 60% in size
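AlphaScreen luminescence quantifies BAZ2B engagement of H3K14Ac peptide; the protein and biotinylated peptide are both at 50 nM final, buffer PBS pH 7.4 with 0.01% Tween-20, all steps at room temperature.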
PGK inhibitor = T. brucei PGK inhibition | Potency, µM (highest dose often 57.5 µM), without a hit: top-dose activity change, negative = inhibition, actives largely listed as inhibitors | AID 602233 | 380,000 compounds, 0.043% hits | P07378 | PGK/GAPDH coupled, Kinase-Glo luminescence, 60 min; also: potency is read from the fitted curve at half-maximal effect; % is scaled to controls: 0 for no effect and ±100 for the full control effect; nearly all actives have a fitted effect of over 60% in size
Target sequence (P07378 whole entry, looked up): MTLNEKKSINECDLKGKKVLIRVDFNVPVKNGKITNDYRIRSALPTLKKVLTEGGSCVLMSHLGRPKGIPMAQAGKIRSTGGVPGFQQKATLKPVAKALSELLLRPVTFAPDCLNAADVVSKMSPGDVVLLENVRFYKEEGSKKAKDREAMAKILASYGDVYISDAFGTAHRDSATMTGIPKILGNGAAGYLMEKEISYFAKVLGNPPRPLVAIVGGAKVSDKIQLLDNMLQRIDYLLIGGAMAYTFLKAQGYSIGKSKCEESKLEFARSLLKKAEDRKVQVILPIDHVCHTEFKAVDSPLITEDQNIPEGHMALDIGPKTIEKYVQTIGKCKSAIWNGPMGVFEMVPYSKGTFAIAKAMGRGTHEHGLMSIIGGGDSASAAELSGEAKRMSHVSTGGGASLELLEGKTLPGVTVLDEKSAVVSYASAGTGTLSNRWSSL
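Recombinant glycosomal PGK reaction used 1,3-bisphosphoglycerate generated in-well by GAPDH (100nM final) in 100mM TEA pH 7.6, 5mM MgCl2, 0.01% Tween-20. After 60 minutes at room temperature, ATP was read by Kinase-Glo Plus luminescence end-point.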
HP1b binding inh = inhibitors of HP1-beta chromodomain binding to methylated histone tails; P83916; AlphaScreen HP1-beta / biotin-H3K9me3 peptide binding; Potency, µM (top dose mostly 114 µM), without a hit: at the highest dose activity change, negative = inhibition, most hits filed as inhibitors; 390,000 compounds, 0.56% hits; also: potency is read from the fitted curve at half-maximal effect; nearly all actives have a fitted effect of over 70% in size; inactives centre near 23
Target sequence (P83916 whole entry, looked up): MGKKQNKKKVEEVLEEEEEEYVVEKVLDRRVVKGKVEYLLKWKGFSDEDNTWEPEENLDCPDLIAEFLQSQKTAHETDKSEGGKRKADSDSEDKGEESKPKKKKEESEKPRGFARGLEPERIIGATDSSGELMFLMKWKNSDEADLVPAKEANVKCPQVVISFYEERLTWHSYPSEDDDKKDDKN
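Compound inhibition of the preformed complex between 50 nM HP1-beta and 50 nM biotinylated H3K9me3 peptide was read by AlphaScreen. Buffer was PBS pH 7.4 with 0.01% Tween-20. Incubations ran 30 min at room temperature, with 10 ug/mL donor/acceptor beads.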
G9a block = G9a (human) methyltransferase inhibition; Potency, µM (series often up to 102 µM), inactives show top-dose activity, negative = inhibition, actives largely listed as inhibitors; 350,000 compounds, 8.8% hits; G9a H3K9 monomethylation, AlphaScreen, 2 h; AID 504332; Q96KQ7; also: potency is read from the fitted curve at half-maximal effect; % is scaled to controls: 0 for no effect and ±100 for the full control effect; nearly all actives have a fitted effect of over 75% in size
Target sequence (Q96KQ7 913-1193 limits assumed): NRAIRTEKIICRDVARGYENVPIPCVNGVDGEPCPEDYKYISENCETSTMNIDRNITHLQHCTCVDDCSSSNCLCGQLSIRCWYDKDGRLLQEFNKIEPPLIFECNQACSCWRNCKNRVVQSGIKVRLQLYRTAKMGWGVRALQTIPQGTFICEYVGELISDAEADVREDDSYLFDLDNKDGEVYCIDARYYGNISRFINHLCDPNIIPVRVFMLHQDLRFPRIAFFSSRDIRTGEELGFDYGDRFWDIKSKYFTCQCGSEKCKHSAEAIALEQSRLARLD
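Compounds were preincubated with 20 nM G9a for 15 min, after which biotinylated H3K9 peptide (500 nM) and SAM (20 uM) started a 2 h room-temperature reaction. Monomethylated product was quantified by antibody-based AlphaScreen chemiluminescence.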
An asterisk follows results filed as active; i = inactive; ? = inconclusive; [ ] = remark or other dose. Unless noted, calls follow the shape of the dose curve; as a rule, active = well fitted curve in the direction sought with a large enough effect; inconclusive = small, poorly fitted or top-dose-only effect, or another doubt; inactive = no such curve, though single readings can be large; an effect the other way counts as inactive or inconclusive.

Screens by letter: A = PI4K2A inh; B = GLS inh; C = ERG-DNA inh; D = JMJD2A Tudor; E = Pin1 inhibitor; F = BAZ2B inh; G = PGK inhibitor; H = HP1b binding inh; I = G9a block
CC(C)OCCCNC(=O)CN1C(=O)/C(=C/c2ccccc2)Sc2ccccc21
  A = -6.5	B = -1.3%	C = -1.4%	D = -10.7%	E = -1.4%	F = 1.5%	G = -1.0%	H = 16.3%	I = -8.5%[59 µM]

NC(=O)c1cc(S(=O)(=O)NCCc2ccc(Cl)cc2)cs1
  A = 1.0	B = -1.6%	C = -6.8%	D = -17.3%	E = -4.3%	F = -11.9%	G = -1.3%	H = 26.2%	I = -7.4%

Cc1cc(C)cc(-n2ccnc2SCC(=O)Nc2ccc(C)cc2C)c1
  A = -4.6	B = 0.5%	C = -7.8%	D = 39.8µM*	E = -5.4%	F = 31.6µM*	G = i	H = -10.6%[57 µM]	I = 11.2µM*

CCOC(=O)c1snc(C(=O)NC2CCCCC2)c1N
  A = -0.1	B = -2.3%	C = 2.2%	D = 100.0%[activator]	E = -13.1%	F = 6.2%	G = -1.7%	H = 146.2%	I = ?

CC(C)(C)C(=O)NC(=S)NNC(=O)c1ccncc1
  A = 1.3	B = 29.9%	C = -2.3%	D = -17.5%	E = 42.3%[activator]	F = -1.1%	G = -4.5%	H = 24.9%	I = -33.0%

O=C(CSc1ccccn1)N/N=C/c1cc([N+](=O)[O-])ccc1O
  A = -4.3	B = 3.5%	C = 2.4%	D = ?	E = 4.0%	F = 44.7µM*	G = -4.3%	H = 59.1%[activator]	I = -4.3%[12.7 µM]

O=C(CSc1nnc(COc2ccccc2)n1-c1ccccc1)c1cccs1
  A = 7.7	B = -1.2%	C = 1.7%	D = -32.6%	E = 3.8%	F = -5.3%	G = i	H = 27.4%	I = ?

CCC(C)N(C(=O)CSc1nnc(C)n1C)C1CCS(=O)(=O)C1 (stereo unspecified)
  A = 1.0	B = -3.2%	C = -4.6%	D = -8.9%	E = -3.7%	F = 2.0%	G = -2.8%	H = 12.1%	I = ?

CCC(=O)NCCc1nc2cc(NC(=O)c3cccs3)ccc2n1C
  A = 7.6	B = -8.2%	C = 4.1%	D = -5.8%	E = -8.9%	F = 7.5%	G = -7.5%	H = 33.8%	I = -31.1%

Cc1ccc(C)c(NC(=O)CCN2C(=O)c3ccccc3C2=O)c1
  A = 4.3	B = -0.8%	C = 5.3%	D = 3.0%	E = -0.6%	F = 0.5%	G = 4.5%	H = 44.2%[activator]	I = 11.0%

O=C(O)C1(c2ccccc2)CCC(Nc2ccccc2)C1 (stereo unspecified)
  A = 1.8	B = 15.5%	C = -15.0%	D = -9.0%	E = 10.4%	F = 1.0%	G = -6.1%	H = 34.8%	I = -4.4%[59 µM]

CC(=O)Nc1ccc(NC(=O)C(C)OC(=O)CNC(=O)c2sc3ccccc3c2Cl)cc1 (stereo unspecified)
  A = 0.9	B = 13.1%	C = -6.3%	D = -5.3%[57.1 µM]	E = 1.9%	F = 4.2%	G = 4.5%	H = ?	I = -25.2%[59 µM]

O=C(Nc1ccncc1)c1ccc(Br)cc1
  A = -3.4	B = 14.6%	C = 2.9%	D = -5.6%	E = 0.5%	F = 1.0%	G = 8.9%	H = 29.7%	I = 3.6%

COc1ccc(Cl)cc1NC(=O)CN(C)C(=O)CCCc1c[nH]c2ccccc12
  A = 3.3	B = -5.8%	C = -1.6%	D = ?	E = 3.5%	F = ?	G = -11.8%	H = 27.4%	I = ?

COc1ccc(C)cc1NC(=O)C1CCN(C(=O)c2ccc(C(C)(C)C)cc2)CC1
  A = 1.6	B = -2.6%	C = 18.7%	D = -32.9%	E = 11.5%	F = -17.9%	G = -8.0%	H = -7.6%	I = -2.8%

CCCCCCS(=O)[C@H]1CS(=O)(=O)C[C@@H]1S(=O)CCCCCC (stereo partly specified)
  A = 5.2	B = 13.0%	C = -1.0%	D = -7.5%	E = -17.9%	F = -4.2%	G = 0.1%	H = 45.1%[activator]	I = 8.91µM*

O=C(Cc1ccc(F)cc1)Nc1ccccc1Sc1ccccc1
  A = -5.5	B = 1.5%	C = -11.5%	D = 188.6%[activator]	E = -0.7%	F = 8.1%	G = -10.1%	H = 184.9%[activator]	I = 30.5%[activator][59 µM]

CCN1C(=O)c2ccccc2Sc2ccc(NC(=O)N3CCN(c4cc(C)ccc4C)CC3)cc21
  A = -12.5	B = -5.8%	C = 0.2%	D = -9.3%	E = 19.7%	F = -13.8%	G = -2.5%	H = 16.7%	I = -6.6%[59 µM]

COc1ccc(CN(C)CC(=O)N(C)CC(=O)Nc2ccccc2Br)cc1F
  A = -1.6	B = 0.0%	C = -4.7%	D = 2.0%	E = 0.1%	F = 11.3%	G = -7.0%	H = 30.3%	I = -4.7%[12.7 µM]

CCSc1nnc(NC(=O)c2cc(C)on2)s1
  A = 5.5	B = 12.0%	C = 4.5%	D = -24.6%	E = -9.7%	F = 6.5%	G = i	H = 19.0%	I = ?

Cc1nc2c(c(C)c1CCC(=O)N1CCN(c3ccccc3)CC1)c(=O)n(C)c(=O)n2C
  A = -1.9	B = -8.7%	C = 4.1%	D = -8.8%	E = 1.0%	F = -5.4%	G = 0.5%	H = 22.1%	I = -35.4%[59 µM]

Ten of the compounds above, with two lines to a compound:
Each structure is followed by: PI4K2A inh	GLS inh	ERG-DNA inh	JMJD2A Tudor	Pin1 inhibitor	BAZ2B inh	PGK inhibitor	HP1b binding inh	G9a block
CCC(=O)NCCc1nc2cc(NC(=O)c3cccs3)ccc2n1C
  7.6	-8.2%	4.1%	-5.8%	-8.9%	7.5%	-7.5%	33.8%	-31.1%
Cc1ccc(C)c(NC(=O)CCN2C(=O)c3ccccc3C2=O)c1
  4.3	-0.8%	5.3%	3.0%	-0.6%	0.5%	4.5%	44.2%[activator]	11.0%
O=C(O)C1(c2ccccc2)CCC(Nc2ccccc2)C1 (stereo unspecified)
  1.8	15.5%	-15.0%	-9.0%	10.4%	1.0%	-6.1%	34.8%	-4.4%[59 µM]
CC(=O)Nc1ccc(NC(=O)C(C)OC(=O)CNC(=O)c2sc3ccccc3c2Cl)cc1 (stereo unspecified)
  0.9	13.1%	-6.3%	-5.3%[57.1 µM]	1.9%	4.2%	4.5%	?	-25.2%[59 µM]
O=C(Nc1ccncc1)c1ccc(Br)cc1
  -3.4	14.6%	2.9%	-5.6%	0.5%	1.0%	8.9%	29.7%	3.6%
COc1ccc(Cl)cc1NC(=O)CN(C)C(=O)CCCc1c[nH]c2ccccc12
  3.3	-5.8%	-1.6%	?	3.5%	?	-11.8%	27.4%	?
COc1ccc(C)cc1NC(=O)C1CCN(C(=O)c2ccc(C(C)(C)C)cc2)CC1
  1.6	-2.6%	18.7%	-32.9%	11.5%	-17.9%	-8.0%	-7.6%	-2.8%
CCCCCCS(=O)[C@H]1CS(=O)(=O)C[C@@H]1S(=O)CCCCCC (stereo partly specified)
  5.2	13.0%	-1.0%	-7.5%	-17.9%	-4.2%	0.1%	45.1%[activator]	8.91µM*
O=C(Cc1ccc(F)cc1)Nc1ccccc1Sc1ccccc1
  -5.5	1.5%	-11.5%	188.6%[activator]	-0.7%	8.1%	-10.1%	184.9%[activator]	30.5%[activator][59 µM]
CCN1C(=O)c2ccccc2Sc2ccc(NC(=O)N3CCN(c4cc(C)ccc4C)CC3)cc21
  -12.5	-5.8%	0.2%	-9.3%	19.7%	-13.8%	-2.5%	16.7%	-6.6%[59 µM]

Assay outcomes deposited in PubChem by National Center for Advancing Translational Sciences (NCATS).
